Assay outcomes from PubChem.
OXTR ag – activates the human oxytocin receptor | P30559 | CHO-OTR cells, Fluo-8 calcium fluorescence; normalized: DMSO 0%, oxytocin 100% | activation, % at 3 µM | 320,000 tested, 0.32% active;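 active = activation above the mean of all tested compounds plus 3 SD, cutoff set per screening run, cut at about 20% in these data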;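 note: peak over basal fluorescence ratio from a 100 s FLIPR kinetic read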
Target sequence (P30559 whole entry, looked up): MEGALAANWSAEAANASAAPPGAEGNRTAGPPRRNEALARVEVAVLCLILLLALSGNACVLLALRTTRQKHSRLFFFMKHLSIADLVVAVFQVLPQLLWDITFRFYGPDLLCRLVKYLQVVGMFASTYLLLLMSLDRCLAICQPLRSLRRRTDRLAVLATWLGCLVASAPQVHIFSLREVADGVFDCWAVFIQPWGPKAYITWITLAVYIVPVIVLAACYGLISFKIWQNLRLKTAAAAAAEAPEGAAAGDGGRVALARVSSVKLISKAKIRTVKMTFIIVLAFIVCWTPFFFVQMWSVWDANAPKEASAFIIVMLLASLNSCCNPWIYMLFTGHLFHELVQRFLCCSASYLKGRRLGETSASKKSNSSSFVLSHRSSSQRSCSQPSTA
V1R ag counter – counter-screen for oxytocin receptor agonists: human V1a receptor agonists; 320,000 tested, 0.25% active; activation, % at 3 µM; CHO-V1R cells, Fluo-8 calcium fluorescence, agonist mode; 0% DMSO, 100% 3 nM vasopressin;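 active = activation above the mean activation of all tested compounds plus 3 SD, per screening run, cut at about 20% in these data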;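 note: signal is peak over basal fluorescence ratio across a 100 second FLIPR read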
Target sequence (P37288 whole entry, looked up): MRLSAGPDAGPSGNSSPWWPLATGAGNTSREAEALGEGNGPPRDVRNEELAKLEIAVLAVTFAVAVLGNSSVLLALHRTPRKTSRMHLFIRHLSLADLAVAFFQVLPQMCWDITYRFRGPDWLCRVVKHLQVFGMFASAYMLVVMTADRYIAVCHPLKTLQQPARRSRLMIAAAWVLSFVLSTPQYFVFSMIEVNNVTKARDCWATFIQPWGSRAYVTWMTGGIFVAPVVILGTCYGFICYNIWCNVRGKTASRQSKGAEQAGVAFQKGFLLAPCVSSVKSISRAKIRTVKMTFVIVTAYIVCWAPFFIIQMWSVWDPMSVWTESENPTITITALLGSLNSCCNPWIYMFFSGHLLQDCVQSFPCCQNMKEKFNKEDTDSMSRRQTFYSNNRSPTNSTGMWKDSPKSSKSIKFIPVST
GalR3 antagonist – human GalR3 antagonism; 360,000 tested, 0.44% active; AID 651719; inhibition, % at 3 µM; HEK293 GalR3-CNG cAMP membrane potential fluorescence; galR3 body fused to GalR1 C-terminus; O60755;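 active = inhibition above the screen-wide average plus 3 SD, cut at about 13% in these data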;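 note: forskolin and galanin both at EC90 stimulate the cells; cAMP rise reported by CNG channel membrane potential dye signal; 0% = forskolin plus galanin with DMSO and 100% = forskolin alone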
Target sequence (O60755 1-299 limits assumed): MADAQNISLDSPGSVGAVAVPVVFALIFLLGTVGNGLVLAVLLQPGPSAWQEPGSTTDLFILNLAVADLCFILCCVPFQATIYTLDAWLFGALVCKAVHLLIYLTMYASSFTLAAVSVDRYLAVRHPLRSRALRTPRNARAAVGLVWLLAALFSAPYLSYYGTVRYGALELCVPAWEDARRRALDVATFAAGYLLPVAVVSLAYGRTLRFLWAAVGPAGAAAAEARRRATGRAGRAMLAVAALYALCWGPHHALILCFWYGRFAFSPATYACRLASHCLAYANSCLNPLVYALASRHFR
HCV NS3 hel inh – inhibitors of Hepatitis C virus NS3 helicase. NS3 helicase DNA unwinding, Cy5 molecular beacon fluorescence. inhibition, % at 10.9 µM. 290,000 tested, 0.56% active. AID 1800;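 active = inhibition above the mean of all tested compounds plus 3 SD, set per campaign, cut at about 35% in these data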;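 note: 0% = DMSO wells and 100% = thioflavine S control wells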
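System: HCV NS3 helicase fragment; control set: DMSO and thioflavine S; technique: Cy5 fluorescence at 0 and 60 min, beacon hairpin quenching; reagent: beacon DNA duplex substrate plus ATP; replicates: singlicate; schedule: 1 h reaction at 25 °C, ATP-initiated; medium: MOPS buffer pH 6.5 with MgCl2, DTT, Tween20, BSA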
GPR7 antagonist – antagonists of human GPR7 (neuropeptides B/W receptor 1). GPR7-expressing cells, fluorescence antagonist assay. inhibition, % at 4.4 µM. P48145. 290,000 tested, 1.1% active; in the data active = inhibition above about 16%, passing the limit was not always enough;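 note: cells stimulated with the agonist NPW; 0% = agonist with vehicle and 100% = vehicle without agonist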
PHOSPHO1 block – blocks human PHOSPHO1 phosphatase activity; recombinant PHOSPHO1, absorbance phosphatase assay; inhibition, % at 13.3 µM; AID 1565; 290,000 tested, 1.1% active; in the data active = inhibition above about 60%
IMP-1 inh – inhibitors of Pseudomonas aeruginosa IMP-1 metallo-beta-lactamase | purified IMP-1, nitrocefin hydrolysis, epi-absorbance fluorescence | inhibition, % at 5.6 µM | 290,000 tested, 0.45% active | AID 1556;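 active = inhibition above the mean plus 3 SD of all compounds in the same screening run, cut at about 4.5% in these data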;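 note: 0% = IMP-1 with DMSO and 100% = DMSO wells lacking enzyme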
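System: purified IMP-1; amount: IMP-1 0.2 nM before substrate addition; compound: single dose, 5.6 µM; times: 25 °C, 15 min preincubation, 25 min reaction; signal: Epi-absorbance via hydrolysed-nitrocefin quenching of white-plate fluorescence, 480/530 nm, EDTA stop; benchmarks: DMSO with and without IMP-1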
VIM-2 inh – blocks Pseudomonas aeruginosa VIM-2 metallo-beta-lactamase | inhibition, % at 5.6 µM | 290,000 tested, 0.89% active | purified VIM-2, nitrocefin hydrolysis, epi-absorbance fluorescence;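 active = inhibition above the mean of all tested compounds plus 3 SD, cutoff set per screening run, cut at about 7.5% in these data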;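 note: red hydrolysis product quenches plate fluorescence so inhibitors raise well fluorescence; 0% = enzyme with DMSO and 100% = DMSO without enzyme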
FID counter – counter-screen for HCV NS3 helicase inhibitors: DNA intercalator displacement; DNA fluorescent intercalator displacement, fluorescence; inhibition, % at 7.9 µM; 290,000 tested, 0.17% active; in the data active = inhibition above about 37%;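 note: 0% = vehicle and 100% = reference compound; higher means more ethidium bromide displaced from hairpin DNA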
An asterisk follows results filed as active; . = not tested or not shown. Compounds as they come; overall some 4.3% were active at least once.

SMILES	OXTR ag	V1R ag counter	GalR3 antagonist	HCV NS3 hel inh	GPR7 antagonist	PHOSPHO1 block	IMP-1 inh	VIM-2 inh	FID counter
CCCC1CCC(c2ccc(/C(N)=N/O)cc2)CC1 (stereo unspecified)	-0.1	0.8	-7	-1	0	28	-5.8	-1.6	-11
CCOC(=O)C1=C(C)NC(=O)NC1c1c(O)ccc2ccccc12 (stereo unspecified)	0.0	-0.9	3	-1	-3	-9	-1.4	0.3	-13
C[C@H](NC(=O)OC(C)(C)C)C(=O)N/N=C/c1ccc2nccnc2c1	-0.2	1.1	-6	-4	-16	20	-0.8	-0.7	-6
CCC(C)NS(=O)(=O)c1ccc(-c2csnn2)s1 (stereo unspecified)	0.3	0.5	-4	13	7	13	-0.7	-4.7	0
Cc1ccc(C(=O)N/N=C/c2c(O)ccc3ccccc23)cn1	6.9	4.2	-10	20	-2	37	-1.9	-0.9	-29
O=C(Nc1cc(C(F)(F)F)ccc1N1CCOCC1)c1ccc(Cl)nc1	-1.3	-0.3	-5	3	5	-4	-3.4	-3.4	-10
Cc1ccc(CCC(=O)Nc2ccc(CC(=O)O)cc2)o1	1.7	0.1	-10	5	1	30	-3.0	-2.8	-7
CN(C)c1nc(N(C)C)nc(N2CC(=O)N(c3ccccc3)C2=N)n1	-1.1	-0.5	-8	3	-16	38	-2.1	-0.9	-5
CCn1ncc(S(=O)(=O)NCc2ccccc2Cl)c1C	-0.2	0.4	-2	35	5	.	-1.2	-2.7	-19
CCOCCCNc1nc2c(C)cccn2c(=O)c1/C=C1\SC(=S)N(C(C)CC)C1=O (stereo unspecified)	13	5.6	-1	3	-7	25	0.6	0.4	2
COc1ccc(NC(=O)Nc2c[nH]c(=O)[nH]c2=O)cc1OC	-0.7	0.2	-8	15	-8	23	-0.8	-3.1	0
CCCc1c(NC(=O)Nc2ccc(F)cc2)cnn1-c1ccc(Cl)cc1	6.1	10	-5	-3	-21	37	-1.8	-1.9	-14
Cc1ccc2[nH]c(=O)c3cc(C(=O)NC(C)C)sc3c2c1	-2.4	0.2	-10	17	8	5	-0.6	2.0	-12
CS(=O)(=O)c1ccc(Cl)c(NC(=O)COC(=O)/C=C/c2cnc3ccccc3n2)c1	-0.5	-1.2	12	10	-7	-1	-1.8	-2.8	2
CC1CCC2(CC1)NC(=O)N(CC(=O)c1ccc(Cl)s1)C2=O (stereo unspecified)	-0.1	-0.1	0	9	-10	0	-1.3	-1.3	-17
CC(=O)Nc1nc2c(c3c1c(=O)oc1ccccc13)CCCC2	.	.	.	-1	-7	-25	-2.4	-0.8	-2
O=C(COc1ccccc1)Nc1ccc(Cl)cc1Cl	-1.9	-1.2	.	2	-11	9	-2.4	-1.4	3
OCC#CCSc1nnc(-c2ccccc2Br)o1	1.2	0.2	-4	-6	-8	27	-3.4	-0.9	-7
OCCN1CCN(Cc2cc(Br)cc(Br)c2O)CC1	2.1	0.4	-4	-6	1	-52	1.2	-0.2	3
COc1ccc(CN2CCN(CC=C(C)C)C(CCO)C2)cc1Cn1cccn1 (stereo unspecified)	-0.4	-0.5	-5	-12	-2	18	0.5	-0.1	-7
Cc1cnc(NC(=O)CN2CCN(c3ccccc3F)CC2)s1	-1.1	0.1	0	-3	-1	-3	-6.2	-5.0	-10
Cc1ccc(C(=O)NCCCNC(=O)c2ccccc2F)cn1	0.0	0.2	-4	9	3	19	-3.1	-2.2	-3
COc1ccc(S(=O)(=O)NC2(C(F)(F)F)N=C3SCCN3C2=O)cc1 (stereo unspecified)	0.4	0.0	-4	-1	-7	14	-2.6	-1.8	-7
CCCS(=O)(=O)N1CCC(C(=O)NCCN2CCC(Cc3ccccc3)CC2)CC1	-2.2	-0.8	-4	-4	-7	18	-4.5	-3.9	18
COc1ccc(OC)c(C(=O)CSc2nnc(-c3cccs3)n2C)c1	0.6	0.8	-1	2	-13	-31	-1.0	-1.5	-13
Cc1[nH]c(=O)[nH]c(=O)c1/C=N/NC(=O)[C@H](C)N	0.6	0.1	-3	7	-16	6	-4.8	-5.2	4
C/C(=N/NS(=O)(=O)c1ccc(Cl)cc1)c1ccncc1	-0.4	-0.2	-1	-7	-8	21	-2.1	0.2	8
CCOc1nc(-c2ccc(OC)cc2)ccc1-c1noc(-c2cccnc2)n1	.	.	.	-8	-9	.	-9.4	-5.7	-3
CC1(C)CCc2cc(CN3CCN(c4ccccn4)CC3)ccc2O1	-0.9	-0.2	-8	-9	-13	24	-2.1	-1.1	-5
CCOc1ccc(-n2c(=O)c3sccc3n(CC(=O)NCc3ccco3)c2=O)cc1	-0.3	0.1	-5	4	-9	5	-3.8	-2.0	-4
O=c1ccc2cc(S(=O)(=O)N3CCN(c4ccccc4)CC3)ccc2[nH]1	1.1	0.9	.	12	-2	20	-3.1	-2.1	-22
CC(=O)c1cccc(NC(=O)C2C3C=CC(C3=C(c3ccccc3)c3ccccc3)C2C(=O)O)c1 (stereo unspecified)	-1.4	-0.5	-3	7	-5	28	-0.5	-0.5	-18
O=C1CCCN1CCCNc1ccc2nnc(CCC(=O)N3CCN(c4ccccc4)CC3)n2n1	-1.7	0.5	1	0	-5	32	-5.6	-1.4	-41
O=C(CSc1ccccc1)Nc1ccc(S(=O)(=O)Nc2ncccn2)cc1	1.1	-0.1	-6	0	-2	24	-1.7	0.8	-6
CC1(C)CC(=O)c2sc(NS(=O)(=O)Cc3ccccc3)nc2C1	0.0	-0.4	-6	5	-1	17	-2.1	-2.4	-16
Cn1c(=O)c(C(=O)CN2CCCCC2)c(N)n(Cc2ccccc2)c1=O	-0.2	-0.1	2	3	-11	15	-1.9	-1.8	0
COc1cc(C(c2c(C)[nH][nH]c2=O)c2c(C)[nH][nH]c2=O)ccc1OS(=O)(=O)c1ccc(C)cc1	-1.7	-0.4	-2	-1	6	4	-0.2	-3.1	-23
O=C(NCc1cccnc1)c1cccc(NC(=O)c2ccco2)c1	1.0	0.0	-3	9	8	2	-2.9	-3.1	-3
COc1ccc(CCNC(=O)CCCCCNc2nc(=S)[nH]c3ccccc23)cc1OC	2.3	2.9	10	-7	0	-3	-1.4	-1.5	-20
Cc1cc(NC(=O)CS(=O)(=O)Cc2ccccc2)no1	0.5	0.4	-4	-14	-11	-5	-1.7	-4.2	0

In another format: entries from further up.
| smiles | OXTR ag | V1R ag counter | GalR3 antagonist | HCV NS3 hel inh | GPR7 antagonist | PHOSPHO1 block | IMP-1 inh | VIM-2 inh | FID counter |
| --- | --- | --- | --- | --- | --- | --- | --- | --- | --- |
| O=C1CCCN1CCCNc1ccc2nnc(CCC(=O)N3CCN(c4ccccc4)CC3)n2n1 | -1.7 | 0.5 | 1 | 0 | -5 | 32 | -5.6 | -1.4 | -41 |
| COc1ccc(CCNC(=O)CCCCCNc2nc(=S)[nH]c3ccccc23)cc1OC | 2.3 | 2.9 | 10 | -7 | 0 | -3 | -1.4 | -1.5 | -20 |
| CC(=O)c1cccc(NC(=O)C2C3C=CC(C3=C(c3ccccc3)c3ccccc3)C2C(=O)O)c1 (stereo unspecified) | -1.4 | -0.5 | -3 | 7 | -5 | 28 | -0.5 | -0.5 | -18 |
| O=C(CSc1ccccc1)Nc1ccc(S(=O)(=O)Nc2ncccn2)cc1 | 1.1 | -0.1 | -6 | 0 | -2 | 24 | -1.7 | 0.8 | -6 |

Later entries.
SMILES	OXTR ag	V1R ag counter	GalR3 antagonist	HCV NS3 hel inh	GPR7 antagonist	PHOSPHO1 block	IMP-1 inh	VIM-2 inh	FID counter
Cc1cccc(C)c1-n1c(SCC(=O)NCc2ccco2)nc2ccccc2c1=O	-2.1	-0.5	-4	2	10	58	-2.1	-1.6	-21
O=C(O)c1ccc(N/N=C/c2cccc(C(F)(F)F)c2)cc1	2.8	6.4	-10	-8	-2	.	-0.6	1.6	-11
Cc1ccnc(SC2CC(=O)N(c3ccc(Cl)cc3)C2=O)n1 (stereo unspecified)	.	.	-8	3	4	-16	-4.1	-3.7	-10
CC(C)CC(=O)Nc1nnc(CCc2ccccc2)s1	-1.5	-0.5	-11	4	-5	30	-1.2	-0.6	-21
CC(C)(C)NC(=O)NC(=O)CN1CCN(Cc2ccccc2)CC1	1.8	0.8	-5	-4	-8	-32	-0.7	0.8	0
CCN(CC)CCN1C(=O)C(=O)/C(=C(/O)c2ccc(OC(C)C)cc2)C1c1ccncc1 (stereo unspecified)	-0.1	0.5	6	4	-14	9	-4.4	-5.1	-6
COc1ccc(OCC(=O)N2CCN(S(=O)(=O)c3ccc(Cl)cc3)CC2)cc1	4.1	3.1	-3	2	23	12	-1.2	-0.1	2
Cc1ccc(N2C(=O)N(CC(=O)C(C)(C)C)c3ccccc3S2(=O)=O)cc1	.	.	.	-4	6	24	-1.8	-2.5	-20
CCOC(=O)C1CCN(C(=O)Nc2ccc3nc(-c4ccco4)c(-c4ccco4)nc3c2)CC1	-0.3	0.7	.	6	-13	45	-1.5	-3.2	-24
COc1cccc(N2CCN(c3ccc4nnc(CCC(=O)Nc5ccccn5)n4n3)CC2)c1	1.0	1.3	-6	4	-7	-4	-1.1	-1.8	-32
Cc1ccc(C)c(S(=O)(=O)N2CCCOC2CNC(=O)C(=O)NCCC2=CCCCC2)c1 (stereo unspecified)	1.5	3.7	-6	-1	-9	18	-3.1	-3.7	-10
Cc1cc(C)cc(NC(=O)c2nnn(Cc3cc(C)ccc3C)c2N)c1	35*	42*	.	-13	51*	2	-0.8	-2.2	-8
FC(F)(F)c1cccc(NC(=S)N2CCN(c3ccccn3)CC2)c1	3.7	4.6	-6	-10	-4	3	-2.5	-1.7	-9
CC(C(c1cccs1)c1c(N)n(C)c(=O)n(C)c1=O)[N+](=O)[O-] (stereo unspecified)	0.3	-1.0	1	-16	-19	28	-0.9	-0.2	-2
CCOC(=O)c1cc(CC)sc1NC(=O)CC1Sc2ccc(C(F)(F)F)cc2NC1=O (stereo unspecified)	0.0	0.6	4	4	-10	4	-2.6	-4.0	0
O=C1CC(c2ccccc2)CC(O)=C1C=NCCN1CCN(Cc2ccccc2)CC1 (stereo unspecified)	-1.6	0.4	-3	-1	4	38	-1.4	-1.5	9
COc1ccc(NS(=O)(=O)c2cc(NC(=O)c3ccco3)ccc2N2CCCCC2)cc1	-0.9	0.8	-3	-26	-8	6	-2.1	-2.2	-15
COc1ccc(CCNc2ncnc3c2oc2ccccc23)cc1OC	9.1	9.8	-1	-15	37*	2	0.4	2.2	-25
CCOc1ccc(CNS(=O)(=O)c2c(C)nc3sccn3c2=O)cc1OC	0.8	0.2	-1	10	-2	15	-4.4	-1.2	-11
Cc1cccc(C(=O)N/N=C/c2ccc(OCC(=O)N3CCCCC3)cc2)c1	-0.9	0.5	-5	-6	-3	-14	-2.4	-2.2	-28
CCCn1c(=O)c(C(=O)NCc2ccco2)c(O)c2ccccc21	0.2	0.6	-7	-1	-3	-1	-2.6	-2.9	-2
COc1cccc(CNC(=O)CNC(=O)N2CC(=O)Nc3ccccc32)c1	1.5	1.9	6	4	-3	42	-3.6	-2.8	-13
O=C(/C=C/c1cccs1)c1ccc(Br)cc1	-2.4	-1.4	1	15	-13	45	-2.3	-0.2	2
CC(=O)Nc1ccc(NC(=O)C2CCCCN2S(=O)(=O)c2ccc(C(C)(C)C)cc2)cc1 (stereo unspecified)	4.8	4.6	-9	-8	-16	35	-1.9	0.6	-37
